Assay outcomes: PubChem, National Center for Advancing Translational Sciences (NCATS)
p53ts 39C tox = qHTS Screen for Compounds that Selectively Target Cancer Cells with p53 Mutations: Cytotoxicity of p53ts Cells at the Nonpermissive Temperature; H1299-p53A138V viability at 39C, ATP luminescence, 24 h; Potency, µM (series often up to 46.1 µM), without a hit: top-dose activity change, negative = cell killing, usual class: cytotoxic; 130,000 compounds, 1.5% hits; further: nearly all actives have a fitted effect of over 55% in size
p53ts 32C tox = qHTS Screen for Compounds that Selectively Target Cancer Cells with p53 Mutations: Cytotoxicity of p53ts Cells at the Permissive Temperature | H1299-p53A138V at 32C, ATP luminescence viability, 24 h | 130,000 compounds, 0.93% hits | Potency, µM (titrated, usually from 46.1 µM), without a hit: at the top dose activity change, negative = cytotoxicity, hits mostly cytotoxic;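 further: 0% = DMSO and -100% = full killing by reference compound; nearly all actives have a fitted effect of over 55% in size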
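Viability by ATPlite luminescence after 24 h compound treatment (up to 46 uM) at the permissive 32C. Cells are H1299 carrying p53 A138V. Scale runs from DMSO basal to 100 uM tamoxifen as full kill; AC50 from Hill fits.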
IkB signaling = IkB Signaling. ABC-DLBCL IkBa-CBG/CBR dual luciferase ratio, 4 h; response scale: scaled: untreated 0%, proteasome inhibitor 100%. Potency, µM (titrated, usually from 57.1 µM), for the others: top-dose IkBa stabilization activation. 110,000 compounds, 0.04% hits; active means well fitted curve in the direction sought with a large enough effect in the signal ratio, not every such curve was filed as active; inconclusive means small, poorly fitted or top-dose-only effect, or a change in a side signal; the % refers to the signal ratio;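 further: the direction sought is a rising ratio; 0% = basal untreated cells and 100% = reference inhibitor full response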
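Curves were fitted separately to fusion (green), unfused (red) and ratio luminescence, then classed by r2, magnitude and activity. Cells: OCI-Ly3, 4 h compound plus doxycycline at 37C; 10 uM MG-132 defined full response.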
Imprint erasure = qHTS Assay for Compounds that Induce Erasure of Genomic Imprints; mouse ES Peg3-LacZ reporter, beta-gal luminescence, 40 h; Potency, µM (titrated, usually from 60.7 µM), without a hit: at the highest dose activity change, positive = activation, actives largely listed as activators; 110,000 compounds, 0.02% hits;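 further: 0% = negative control wells on the plate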
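Imprint erasure is scored as LacZ activity from the silenced maternal Peg3 allele in feeder-free female ES cells cultured 40 h with LIF. Luminescence is normalized to in-plate negative controls and fitted to the Hill equation.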
An asterisk follows results filed as active; ? = inconclusive; / = no result given; [ ] = remark or other dose. Unless noted, the call rests on the fitted dose curve; in most records, active means well fitted curve in the direction sought with a large enough effect; inconclusive means small, poorly fitted or top-dose-only effect, or another doubt; inactive means no such curve, though single readings can be large; an effect the other way counts as inactive or inconclusive. Unless noted, on the % scale 0 is the no-effect control and ±100 the full control effect; potency means the concentration at half of the fitted maximal effect.

Molecule | p53ts 39C tox | p53ts 32C tox | IkB signaling | Imprint erasure
COC(=O)[C@@]1(Cc2ccccc2)[C@H]2c3cc(C(=O)N(C)C)n(Cc4ccccn4)c3C[C@H]2CN1C(=O)c1ccccc1 | 1% | -2% | / | 1%
Cc1ccc(OCC(=O)Nc2ccc(C(=O)OCc3cc(=O)n4ccsc4n3)cc2)cc1C | -15% | -6% | ? | -13%[10.9 µM]
CCOc1ccccc1NC(=O)Nc1cc2c(cc1N1CCCCC1)n(CC)c(=O)n2CC | -24% | 17% | ? | -10%[10.9 µM]
Nc1nnc(SCc2ccc(F)cc2)n1-c1ccccc1 | -13% | -11% | / | /
CCN(c1ccccc1C)S(=O)(=O)c1nnc(NC(=O)c2ccccc2C)s1 | ? | -15% | -3.2% | 14%[10.9 µM]
COc1ccc(-c2cn3c(n2)sc2cc(C(=O)Nc4ccc(F)cc4Cl)ccc23)cc1 | 20µM* | -23% | ? | -13%[10.9 µM]
O=C(C1CCCO1)N(Cc1ccccc1)c1ccccc1 (configuration not stated) | 10% | -4% | 2.4% | -2%
O=C(c1oc2ccccc2c1N1CCCCC1)N1CCCCC1 | 13% | 1% | 1.0% | 3%
Cc1ccc(-n2nc(C)c3c2OC(N)=C(C#N)C3c2ccoc2)cc1 (configuration not stated) | -6% | -21% | ? | -17%
Cc1ccc(C)c(N(Cc2ccccc2F)S(C)(=O)=O)c1 | 0% | -10% | / | /
CCOCCCNC(=O)C1CCN(S(=O)(=O)N(CC(C)C)CC(C)C)CC1 | -5% | 13% | 0.6% | -12%
O=C(NCc1ccccn1)C1C2C=CC(C2)C1C(=O)Nc1ccc(F)cc1 (configuration not stated) | 27% | -1% | / | /
CCCN1C(=O)SC(CC(=O)Nc2ccccc2)C1=O (configuration not stated) | 1% | 17% | -1.5% | -30%[inhibitor]
CC(C)(CC(=O)N1CCN(c2ccc(Cl)cc2)CC1)CC1=NS(=O)(=O)c2ccccc2N1 | -11% | -18% | ? | -20%
C=CCn1c(/N=C/c2ccc(N(C)C)cc2)nc2ccccc21 | -6% | 10% | -1.2% | -10%
O=C(N1CCN(Cc2ccccc2)CC1)C12CC3CC(CC(C3)C1)C2 | -10% | 0% | -0.1% | -17%
O=C(NCc1ccc(Cl)cc1)c1cc(-c2ccco2)on1 | -4% | -1% | -1.0% | -6%
CC1(C)CC(C(CC(=O)Nc2nccs2)c2ccccc2)CCO1 (configuration not stated) | 3% | 2% | / | /
Cc1cc2ccccc2c(=O)n1CC(=O)NC1CCCCCC1 | 5% | -1% | -2.7% | -6%
COC(=O)c1sc2ccccc2c1NC(=O)c1cccs1 | -3% | 13% | -1.8% | -12%

Gathered by group: the compounds so far containing two or more sulfur atoms.
Molecule | p53ts 39C tox | p53ts 32C tox | IkB signaling | Imprint erasure
CCN(c1ccccc1C)S(=O)(=O)c1nnc(NC(=O)c2ccccc2C)s1 | ? | -15% | -3.2% | 14%[10.9 µM]
COC(=O)c1sc2ccccc2c1NC(=O)c1cccs1 | -3% | 13% | -1.8% | -12%

Next section:
Molecule | p53ts 39C tox | p53ts 32C tox | IkB signaling | Imprint erasure
COc1cccc(NC(=O)c2ccc(CNS(=O)(=O)c3ccc4c(c3)C(C)(C)C(=O)N4C)cc2)c1 | -5% | -5% | -1.0% | -14%[10.9 µM]
N#C[C@H](c1ccccc1)N1CCCN([C@@H](C#N)c2ccccc2)C1c1ccccc1O (some centres not stated) | 25%[9.22 µM] | 5%[9.22 µM] | 3.3%[11.4 µM] | 2%[10.9 µM]
CCOc1ccccc1CNc1nc2nc(C)c(CC(=O)OC)c(=O)n2[nH]1 | 32%[activator] | -6% | -0.2% | 8%[10.9 µM]
Cc1ccc2nc(COc3ccccc3NC(=O)C(C)(C)C)cc(=O)n2c1 | 23% | 11% | 0.7% | ?
COC(=O)c1noc(-c2ccc(OC)cc2)n1 | -4% | -6% | -1.4% | -2%
Cc1ccnc(NS(=O)(=O)c2ccc(NC(=O)C3CCCNC3=O)cc2)n1 (configuration not stated) | -5% | 5% | 2.0% | -3%
O=C(COC(=O)CNC(=O)c1ccco1)NCCN1C(=O)CSC1=O | -1% | 9% | -0.2% | -5%
COc1ccc(CNC(=O)c2cc3c(s2)-c2ccccc2OC3)cc1 | -7% | -3% | ? | -8%[10.9 µM]
CCCn1c(=NC(=O)c2ccncc2)c(C#N)cc2c(=O)n3cccc(C)c3nc21 | 9% | 4% | 1.9% | -9%
CCOC(=O)CCNCC1COc2ccccc2O1 (configuration not stated) | 16% | -7% | -1.5% | /

Fetched by structure from the entries so far (5):
Molecule | p53ts 39C tox | p53ts 32C tox | IkB signaling | Imprint erasure
CCCn1c(=NC(=O)c2ccncc2)c(C#N)cc2c(=O)n3cccc(C)c3nc21 | 9% | 4% | 1.9% | -9%
COC(=O)c1noc(-c2ccc(OC)cc2)n1 | -4% | -6% | -1.4% | -2%
O=C(COC(=O)CNC(=O)c1ccco1)NCCN1C(=O)CSC1=O | -1% | 9% | -0.2% | -5%
N#C[C@H](c1ccccc1)N1CCCN([C@@H](C#N)c2ccccc2)C1c1ccccc1O (some centres not stated) | 25%[9.22 µM] | 5%[9.22 µM] | 3.3%[11.4 µM] | 2%[10.9 µM]
CCOc1ccccc1CNc1nc2nc(C)c(CC(=O)OC)c(=O)n2[nH]1 | 32%[activator] | -6% | -0.2% | 8%[10.9 µM]

(cont.)
Short forms: A = p53ts 39C tox; B = p53ts 32C tox; C = IkB signaling; D = Imprint erasure
> CCn1cc(S(=O)(=O)CC(=O)Nc2ccc(C)cc2)c2ccccc21
  A: -19% | B: 4% | C: 4.4% | D: -14%

> COc1ccccc1CC1(C)NC(=O)N(CC(=O)N2CCc3ccccc3C2)C1=O (configuration not stated)
  A: 14% | B: 7% | C: 0.3% | D: -10%

> Cc1ccc(Cl)cc1N1CCN(CC(=O)Nc2ccc(CN3CCCCC3)cc2)CC1
  A: 8% | B: 3% | C: / | D: /

> O=c1c2ccccc2nc2n1-c1ccccc1CCC2
  A: 5% | B: 4% | C: 0.5% | D: 3%

> CCOC(=O)c1c(C)[nH]c(CCC(=O)NCc2cc(OC)c(OC)c(OC)c2)c1C
  A: -5% | B: 11% | C: 0.2% | D: 1%[10.9 µM]

> COc1ccc(Cc2nc3c4cnn(-c5cccc(F)c5)c4ncn3n2)cc1
  A: 10% | B: 2% | C: -1.2% | D: 8%[10.9 µM]

> COc1ccc(OC)c(NC(=O)C2CCCC2)c1
  A: 11% | B: -1% | C: 0.7% | D: -2%

> CCCSc1ncc(Cl)c(C(=O)Nc2ccc(S(=O)(=O)Nc3ncccn3)cc2)n1
  A: -23% | B: 1% | C: -1.6% | D: -14%[10.9 µM]

> COc1ccc(CC(=O)NCc2cn3ccsc3n2)cc1
  A: 6% | B: -1% | C: -0.9% | D: -12%

> COc1ccc2[nH]cc(CCNc3ccnc(-c4ccoc4)n3)c2c1
  A: -5% | B: 10% | C: -3.2%[11.4 µM] | D: -15%

> COc1cccc(Nc2ncc3ncc(=O)n(Cc4ccc(F)cc4)c3n2)c1
  A: -10% | B: 6% | C: -2.8%[11.4 µM] | D: ?

> O=C(c1ccc(Br)o1)N1CCN(C/C=C/c2ccccc2)CC1
  A: 3% | B: 1% | C: 0.8% | D: -9%

> COc1ccccc1NC(=O)C(C/C=C(/C)Cl)C(C)=O (configuration not stated)
  A: -5% | B: -2% | C: / | D: /

> CC1=C(C)CC(C(=O)c2ccccc2)C(C(=O)O)C1 (configuration not stated)
  A: -4% | B: -8% | C: -0.7% | D: -4%

> Cn1c(=O)c2c(nc(/C=C\c3cccc(Cl)c3)n2C)n(C)c1=O
  A: 14% | B: 13% | C: -5.3% | D: /

> CSCCC(NC(=O)c1ccc(=O)n(C)n1)c1nc2ccccc2[nH]1 (configuration not stated)
  A: -7% | B: -7% | C: 0.2% | D: 6%

> CCc1nn(CC(=O)NCCCN2CCN(CC)CC2)c(=O)c2cc3occc3n12
  A: -5% | B: 0% | C: -0.1% | D: 10%[10.9 µM]

> COc1cc(OC)c(NC(=O)N2CCN3CCCCC3C2)cc1Cl (configuration not stated)
  A: -21% | B: -5% | C: -0.6% | D: 11%[10.9 µM]

> COCCCn1cnc2oc3nc4ccccc4nc3c2c1=O
  A: -17% | B: -21% | C: -0.7% | D: -57%[inhibitor]

> COc1ccc(OC)c(CCNC(=O)CN2C(=O)CC(C)(C)S(=O)(=O)c3ccccc32)c1
  A: -2% | B: 3% | C: -0.8% | D: -4%

> CCCCNC(=O)c1ccccc1C(=O)NCCCC
  A: 13% | B: 6% | C: -0.5% | D: -12%

> COc1ccc(S(=O)(=O)N2CCC(C(=O)N3CCCC3)CC2)cc1Cl
  A: -7% | B: 0% | C: -2.2% | D: -16%

> Cc1cc2nc(C)n(CCCN)c2cc1C
  A: 14% | B: 9% | C: 2.0% | D: -15%

> CCOC(=O)c1oc2ccccc2c1CN1CCOCC1
  A: -2% | B: -3% | C: -0.7% | D: /

> COc1ccc(CNC(=O)C2CCN(c3nccs3)CC2)cc1
  A: -4% | B: -2% | C: 0.7% | D: -5%

> CCN(Cc1ccccc1)S(=O)(=O)c1ccc(S(=O)(=O)N2CCN(C)CC2)cc1
  A: -2% | B: 1% | C: 1.9% | D: /

> O=C(CCS(=O)(=O)c1ccc(Cl)cc1)N1CCN(c2ccccc2F)CC1
  A: 2% | B: 11% | C: 0.5% | D: -4%

> CCOc1ccccc1NC(=O)CC(O)(C(F)(F)F)C(F)(F)F
  A: 18% | B: -14% | C: / | D: /

> O=C(O)CSc1nnc(-c2cccnc2)n1Cc1ccccc1
  A: -5% | B: 1% | C: 0.9% | D: 0%

> O=C(CCc1ccccc1)NCc1ccc2c(c1)CCN2C(=O)c1ccccc1
  A: ? | B: 2% | C: -0.4% | D: ?

> CC(CCc1ccccc1)NC(=O)c1ccc(Br)o1 (configuration not stated)
  A: 3% | B: -10% | C: 1.1% | D: 0%

> CCOC(=O)c1ccccc1NC(=O)CSc1nc2ccccc2n1CC(=O)N1CCCC1
  A: -2% | B: 12% | C: -0.3% | D: -4%

> CCC(C)[C@@H](NC(=O)OC(C)(C)C)c1nnc(S(=O)(=O)Cc2cccc(C)c2)o1 (some centres not stated)
  A: 54%[activator] | B: -8% | C: ? | D: -39%[inhibitor]

> CCN(CCCNC(=O)c1ccc(Sc2ccc(Cl)cc2)c(NC(C)=O)c1)c1cccc(C)c1
  A: -24% | B: 2% | C: ? | D: -11%[10.9 µM]

> COc1ccccc1-c1cc(C(=O)NCc2ccc(F)cc2)no1
  A: -19% | B: -10% | C: ? | D: -18%

> COC(=O)CNC(=O)C12CC3(C)CC(C)(CC(C)(C3)C1)C2
  A: 14% | B: 4% | C: -0.5% | D: 0%

> Cc1cccc(CCNS(=O)(=O)c2cnc[nH]2)c1
  A: -4% | B: 0% | C: 0.5% | D: -9%

> CC(=O)Nc1ccc2c(c1)CCCN2C(=O)c1ccccc1
  A: 14% | B: 5% | C: -1.7% | D: -10%

> Cc1nc2sc(C(c3cccs3)N3CCN(C(=O)c4ccco4)CC3)c(O)n2n1 (configuration not stated)
  A: ? | B: -4% | C: ? | D: -12%

> O=C(c1ccc2c(c1)C(=O)N(Cc1ccco1)C2O)N1CCOCC1 (configuration not stated)
  A: 2% | B: -2% | C: 5.9% | D: 5%

> COc1ccc2c(C(F)(F)F)cc(=O)oc2c1C
  A: 11% | B: -5% | C: -4.1% | D: 16%

> COC(=O)CSc1nc(C2CC2)nc2ccccc12
  A: 1% | B: 2% | C: 0.5% | D: 1%

> CCN(C1CCCCC1)S(=O)(=O)c1cc(C)ccc1OC
  A: 16% | B: -2% | C: 2.5% | D: -11%

> Cc1nc2ccc(NC(=O)c3c(-c4ccccc4)noc3C)cc2s1
  A: -14% | B: 6% | C: -0.7% | D: -7%

> CCc1ccc(CNC(=O)CN2CCSc3ccccc32)cc1
  A: -22% | B: -13% | C: ? | D: -7%[10.9 µM]

> COc1ccc(Cl)cc1NC(=O)CSc1nc(-c2cccs2)cc(C(F)(F)F)n1
  A: -3% | B: 2% | C: 0.8% | D: -13%[10.9 µM]
